Compound activity: PubChem, National Center for Advancing Translational Sciences (NCATS)
BRCT PPI red: qHTS Assay for Inhibitors of BRCT-Phosphoprotein Interaction (Red Fluorophore) | Potency, µM (titrated, usually from 76.9 µM), for the others: top-dose activity change, negative = inhibition, usual class: inhibitors | Breast cancer type 1 susceptibility protein (Homo sapiens), P38398 | BRCT-phosphopeptide binding, red fluorescence polarization | 0.03% of 75,000 active; note: % is set by controls: 0 for no effect and ±100 for the full control effect
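Rhodamine-labelled pBACH1 10-mer (100 nM) bound to BRCT domain (100 nM) at pH 7.3; compounds incubated 12 min room temperature, polarization read. Free peptide defines full inhibition; unlabelled decapeptide titrated as control.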
BRCT inh green: qHTS Assay for Inhibitors of BRCT-Phosphoprotein Interaction (Green Fluorophore); Breast cancer type 1 susceptibility protein (Homo sapiens), P38398; BRCA1 BRCT-phosphopeptide binding, green fluorescence polarization; Potency, µM (titrated, usually from 76.9 µM), without a hit: top-dose activity change, negative = inhibition, most hits filed as inhibitors; 0.05% of 75,000 active; AID 875, 2007;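 note: potency is the fitted concentration of half-maximal effect; plate controls were peptide without protein for full effect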
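Fluorescence polarization: His-tagged BRCT (~35 kDa BRCA1 C-terminus, 250 nM) bound to 100 nM fluorescein-labeled phosphorylated 10-aa BACH1 peptide, pH 7.3 phosphate buffer with DTT and Tween 20. Compounds incubated 12 min at room temperature; inhibition read as lowered polarization.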
Pol III holo inh: qHTS Assay for Inhibitors of DNA Polymerase III Holoenzyme System. reconstituted DNA polymerase III holoenzyme replication, biochemical. Potency, µM (doses to about 57.1 µM), for the others: top-dose activity change, negative = inhibition. 0.25% of 71,000 active. AID 603, 2007; note: potency is the fitted concentration of half-maximal effect; % is set by controls: 0 for no effect and ±100 for the full control effect
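Reconstituted *E. coli* holoenzyme (0.35 nM Pol III, 1 nM beta, 154 nM SSB, 2 nM primase) was preincubated with compound for 15 min at RT. Synthesis on 1.4 nM ssM13Gori ran 35 min, then was stopped with PicoGreen/EDTA and read as dsDNA fluorescence.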
ALOX15 inhib: qHTS Assay for Inhibitors of 15-hLO (15-human lipoxygenase); 1.4% of 74,000 active; Polyunsaturated fatty acid lipoxygenase ALOX15 (Homo sapiens), P16050; Potency, µM (top dose mostly 57.1 µM), without a hit: top-dose activity change, negative = inhibition, usual class: inhibitors; purified 15hLO-1, xylenol orange hydroperoxide absorbance; AID 887, 2007; note: potency is the fitted concentration of half-maximal effect; % is set by controls: 0 for no effect and ±100 for the full control effect; nearly all actives have a fitted effect of over 55% in size
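Inhibition is scored from a chromogenic endpoint. After 15 min enzyme-compound contact, arachidonic acid (50 uM final) reacts 6 min with 40 nM 15hLO-1 at room temperature, then Fe-XO reagent is added for 30 min and absorbance ratio recorded.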
USP2a inh: qHTS Assay for Inhibitors of Ubiquitin-specific Protease USP2a | USP2a enzymatic assay, qHTS inhibition | Potency, µM (highest dose often 38.3 µM), for inactives: top-dose activity change, negative = inhibition, actives largely listed as inhibitors | 0.1% of 60,000 active;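 note: potency is the fitted concentration of half-maximal effect; nearly all actives have a fitted effect of over 60% in size; plate controls were DMSO for no effect and NEM full inhibition control for full effect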
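Coupled readout: USP2-cleaved Ub-PLA2 (20nM final) turns over NBD C6-HPC (20uM final), Ex 460nm/Em 535nm after 2.5 h, time-zero read flagging artifacts. Enzyme (20nM final, pH 8.0 Tris) given 30 min RT with compound first; NEM defines full inhibition.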
Casp7 inh: qHTS Assay for Allosteric/Competitive Inhibitors of Caspase-7 | P55210 | recombinant caspase-7, Ac-DEVD-AFC fluorescence rate | 0.02% of 75,000 active | AID 889, 2007 | Potency, µM (highest dose often 57.5 µM), without a hit: at the top dose activity change, negative = inhibition, actives largely listed as inhibitors; active = well fitted inhibition curve with a large enough effect in the main read-out, with a control signal flat, not every such curve was filed as active; inconclusive = small, poorly fitted or top-dose-only effect, or a change in a side signal; note: potency is the fitted concentration of half-maximal effect; % of control where 0% means no effect
Target sequence (P55210 24-198 limits assumed): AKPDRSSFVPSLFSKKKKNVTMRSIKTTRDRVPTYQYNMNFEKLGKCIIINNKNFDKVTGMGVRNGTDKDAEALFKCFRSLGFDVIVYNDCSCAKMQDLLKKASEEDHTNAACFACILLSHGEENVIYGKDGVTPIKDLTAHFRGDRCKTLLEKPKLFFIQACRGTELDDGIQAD
Target sequence (P55210 207-303 limits assumed): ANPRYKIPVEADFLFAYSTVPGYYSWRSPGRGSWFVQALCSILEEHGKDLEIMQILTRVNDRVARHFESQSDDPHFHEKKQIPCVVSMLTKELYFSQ
Tau fil binding: qHTS Assay for Tau Filament Binding. Potency, µM (top dose mostly 57.1 µM), for the others: at the highest dose activity change, negative = inhibition. recombinant tau filaments, thioflavin S fluorescence, 15 h; filaments grown with octadecylsulfate alongside compound. 2% of 71,000 active;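 note: potency is the fitted concentration of half-maximal effect; % is set by controls: 0 for no effect and ±100 for the full control effect; actives lower thioflavin S fluorescence by blocking filaments or displacing dye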
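ThS-based fibril read: tau 1 uM final, inducer ODS 30 uM final, 37 C for 15 h, ex 450/em 510 nm.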
Caspase-1 inhib: qHTS Assay for Allosteric/Competitive Inhibitors of Caspase-1 | Potency, µM (series often up to 57.5 µM), for inactives: top-dose activity change, negative = inhibition, actives largely listed as inhibitors | Caspase-1 enzyme, Ac-WEHD-AFC fluorogenic rate | 0.03% of 75,000 active;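 note: potency is the fitted concentration of half-maximal effect; plate controls were vehicle for no effect and no substrate for full effect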
Target sequence (P29466 120-297 limits assumed): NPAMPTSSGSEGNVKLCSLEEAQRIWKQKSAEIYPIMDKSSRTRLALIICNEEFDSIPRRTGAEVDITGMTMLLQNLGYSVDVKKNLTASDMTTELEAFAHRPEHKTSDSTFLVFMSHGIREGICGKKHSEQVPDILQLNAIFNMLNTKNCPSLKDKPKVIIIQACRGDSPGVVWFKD
Target sequence (P29466 317-404 limits assumed): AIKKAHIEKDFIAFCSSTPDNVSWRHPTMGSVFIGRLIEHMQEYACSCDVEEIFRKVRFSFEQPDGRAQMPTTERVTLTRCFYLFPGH
HADH2 inh: qHTS Assay for Inhibitors of HADH2 (Hydroxyacyl-Coenzyme A Dehydrogenase, Type II). recombinant HADH2, NADH fluorescence, beta-hydroxybutyryl-CoA. Potency, µM (titrated, usually from 57.1 µM), without a hit: at the top dose activity change, negative = inhibition, actives largely listed as inhibitors. 3.4% of 73,000 active; note: potency is the fitted concentration of half-maximal effect; % is set by controls: 0 for no effect and ±100 for the full control effect; nearly all actives have a fitted effect of over 60% in size; many of its hits are not listed in these tables
Target sequence (Q99714 whole entry, looked up, one chain of several): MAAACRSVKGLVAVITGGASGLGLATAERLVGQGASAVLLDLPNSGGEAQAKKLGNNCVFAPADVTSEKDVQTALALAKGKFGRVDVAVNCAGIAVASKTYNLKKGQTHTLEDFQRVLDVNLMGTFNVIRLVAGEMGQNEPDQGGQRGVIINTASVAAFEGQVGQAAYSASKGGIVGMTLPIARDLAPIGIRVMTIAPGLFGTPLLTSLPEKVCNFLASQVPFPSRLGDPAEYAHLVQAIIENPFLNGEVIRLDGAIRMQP
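His-tagged recombinant enzyme from E. coli, 20 nM, preincubated 15 min RT with compound; reaction started with 1 mM NAD+ and 90 uM beta-hydroxybutyryl-CoA in 100 mM Tris-HCl pH 9.0. NADH fluorescence (ex 360/em 450) read over 4 min; last-minus-first difference.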
Rhodamine autofl: qHTS Assay for Spectroscopic Profiling in Rhodamine Spectral Region; max dye-equivalent concentration, M; Rhodamine-region fluorescence, 547/598 nm, Tris buffer; active compounds read high; 0.05% of 59,000 active; in the data active = max dye-equivalent concentration above about 11 nM; inconclusive = between about 1.1 nM and that limit
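qHTS spectral profiling of compounds without any target or enzyme present, in pH 8.0 Tris buffer; plates were read after a 15-minute room-temperature incubation using the rhodamine-region filter set.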
HEK293 cAMP cs: qHTS Assay for Agonists of the Thyroid Stimulating Hormone Receptor: Activators of Intracellular cAMP Concentrations in Parental HEK 293. parental HEK293 CNG cAMP sensor, membrane potential fluorescence. 2.5% of 73,000 active. Potency, µM (doses to about 57.1 µM), for the others: at the top dose activation, actives largely listed as activators; note: potency is the fitted concentration of half-maximal effect; % of control where 0% means no effect; nearly all actives have a fitted effect of over 55% in size
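Counterscreen for endogenous-receptor signalling: CNG-channel HEK 293 cells report cAMP rise by membrane depolarization. After 60 min dye equilibration with 100 uM RO 20-1724, compounds incubated 30 min before bottom-read fluorescence at 590 nm.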
* = called active by the depositor; i = inactive; ? = inconclusive; · = no result given; [ ] = another dose, or the depositor's remark. Unless noted, calls come from the whole dose curve; as a rule, active = well fitted curve in the direction sought with a large enough effect; inconclusive = small, poorly fitted or top-dose-only effect, or another doubt; inactive = no such curve, though single readings can be large; an effect the other way counts as inactive or inconclusive. Not all compounds are listed (hit frequency here may not be typical).

Value order – BRCT PPI red, BRCT inh green, Pol III holo inh, ALOX15 inhib, USP2a inh, Casp7 inh, Tau fil binding, Caspase-1 inhib, HADH2 inh, Rhodamine autofl, HEK293 cAMP cs
(1) Cc1ccccc1CSc1nnc(-c2ccco2)n1Cc1ccco1
 : 0.4%, 2.6%, -4%, 0%, -26%, -2%, -2%, -4%, -3%, i, ?
(2) NC(=O)C1CCN(C(=O)c2cc3ccccn3n2)CC1
 : -0.7%, -0.7%, -8%, 0%, ·, 0%, 5%, -5%, 3%, ·, 10%
(3) CCCNC(=O)N1CCN(c2ncccn2)CC1
 : -0.6%, -2.9%, 2%, 4%, 4%, 1%, -11%, 0%, 5%, i, 3%
(4) CC(c1ccco1)N(C(=O)CSc1ccc(Br)cc1)c1ccccn1 (stereo not drawn)
 : -0.2%, -1.7%, -2%, -13%, -7%, -2%, 8%, -4%, -5%, i, 25µM*
(5) COc1ccc(C(=O)/C(C)=N/O)cc1OC
 : 0.5%, -1.9%, 2%, 0%, 4%, 2%, -9%, -3%, -21%, ·, 5%
(6) Cc1cc2nc(SC(C)C(=O)O)[nH]c2cc1C (stereo not drawn)
 : 0.6%, -2.5%, -1%, -5%, 0%, 0%, 5%, 0%, ?, i, 8%
(7) CC(C)C(C(=O)Nc1ccc(N2CCOCC2)cc1)N1C(=O)c2ccccc2C1=O (stereo not drawn)
 : -2.7%, 0.5%, -4%, -4%, 10%, 0%, -16%, 0%, -14%, ·, 0%
(8) COCc1cc(=O)[nH]c(Nc2nc(C)c3ccc(C)cc3n2)n1
 : -1.4%, 1.6%, -1%, 6%, -3%, 2%, 2%, 2%, -2%, i, 11%
(9) CC1CN(C(=O)Cc2ccc(-c3ccccc3)cc2)CC(C)O1 (stereo not drawn)
 : -1.5%, -0.7%, -2%, 1%, 1%, -1%, -1%, 0%, 4%, i, ?
(10) FB(F)F
 : 1.8%, -1.5%, -1%, -7%, ·, -3%, 7%, -3%, -7%, ·, -7%
(11) Cc1cc(-c2ccccc2)nc2cc(C(=O)NCCCn3ccnc3)nn12
 : -2.6%, -1.5%, -2%, 3%, 5%, -6%, -12%, -9%, 14%, i, 9%
(12) CC1Oc2ccccc2N(CC(=O)NCCc2ccccc2)C1=O (stereo not drawn)
 : -0.9%, -3.0%, -9%, -6%, 0%, -1%, -6%, -2%, -2%, i, 25%
(13) NC(=O)CS(=O)(=O)c1nc2ccccc2n1CC(=O)N1CCCCC1
 : 0.2%, -0.3%, -2%, 1%, -7%, 2%, -20%, 2%, 5%, i, -2%
(14) O=C(Cn1cnc2c(nnn2Cc2ccc(Cl)cc2)c1=O)NCc1ccco1
 : 0.2%, 0.9%, 5%, 3%, 32%[activator], -11%, -2%, -2%, -12%, i, -4%
(15) O=C(CN1CCN(c2nc(-c3ccc(F)cc3)cs2)CC1)Nc1ccc2c(c1)OCO2
 : 0.4%, 2.9%, 0%, -8%, 13%, -2%[0.00368 µM], 0%, -5%, 1%, i, ?

Taken from above.
entry 12 in USP2a inh: 0%
entry 5 in Pol III holo inh: 2%
entry 14 in BRCT PPI red: 0.2%

(cont.)
Value order – BRCT PPI red, BRCT inh green, Pol III holo inh, ALOX15 inhib, USP2a inh, Casp7 inh, Tau fil binding, Caspase-1 inhib, HADH2 inh, Rhodamine autofl, HEK293 cAMP cs
(16) O=C(OCCOc1ccc(Br)cc1)c1cnccn1
 : 1.9%, -1.3%, -3%, 15%, 6%, -3%, -8%, 1%, 3%, i, 3%
(17) CCc1cccc(Nc2cc(C)nc3ncnn23)c1
 : -1.1%, -0.5%, -6%, 1%, ·, -1%, 15%, 1%, -9%, ·, ?
(18) COCCn1c(C)cc(C(=O)CSc2nc3ccccc3c(=O)[nH]2)c1C
 : -2.5%, 6.3%, -3%, ?, 12%, -4%, 328%, -2%, -22%, i, 1%
(19) Cc1ccc(NC(=O)CC2Oc3ccc(C)cc3NC2=O)cc1 (stereo not drawn)
 : 1.2%, -0.1%, 5%, 8%, ·, -1%, 293%, 2%, -1%, ·, ?
(20) Cc1cc(C)c(N2CCN(S(=O)(=O)N3CCCCCC3)CC2)c(C)c1
 : 0.5%, 1.4%, 1%, -26%, 0%, -9%, ?, -5%, 13%, i, 8%
(21) OC[C@@H]1O[C@@H](n2cnc3c(NC4CCCC4)ncnc32)[C@@H](O)[C@H]1O
 : -4.2%, -2.6%, -9%, -5%, -8%, 2%, -10%, 2%, 11%, i, ?
(22) Cc1onc(-c2ccccc2)c1C(=O)N1CCN(C/C=C/c2ccccc2)CC1
 : 0.0%, 0.4%, -3%, 0%, ·, -2%, 3%, -3%, -3%, ·, 22%
(23) O=C(CCCNS(=O)(=O)c1ccc(Br)cc1)N1CC[C@@]2(O)CCCC[C@H]2C1
 : 0.4%, -0.3%, -6%, 10%, 9%, -1%, -14%, 1%, -5%, i, 8%
(24) CSCC[C@H](NC(=O)OC(C)(C)C)c1nnc(SCC(=O)N(C)C)o1
 : -0.1%, -1.0%, -7%, 7%, 4%, -1%, 5%, -3%, -13%, i, -4%
(25) Cc1cc(=O)oc2cc(OCC(=O)N3CCCC(C)C3)ccc12 (stereo not drawn)
 : -1.1%, -2.3%, -4%, -1%, -1%, 6%, 7%, 1%, -3%, i, 8%
(26) COc1cc(-c2csc(N3CCOCC3)n2)cc(OC)c1OC
 : 0.8%, -0.8%, -7%, -8%, -13%, 0%, -5%, 0%, -7%, i, 9%
(27) Cc1[nH]c(=O)[nH]c(=O)c1S(=O)(=O)N1CCCC(C(=O)N2CCN(c3ccccc3Cl)CC2)C1 (stereo not drawn)
 : 0.6%, -0.9%, -4%, ?, 32%[activator], 2%, 9%, -8%, 9%, i, 5%
(28) O=C(Nc1ccc(Nc2ccccc2)cc1)c1ccc(Br)o1
 : -1.1%, -1.8%, -5%, -27%, 1%, -4%, 16µM*, -5%, -9%, ·, -47%[inhibitor]
(29) COc1cccc(N=C2SC(C(=O)Nc3ccccc3F)CC(=O)N2C)c1 (stereo not drawn)
 : -1.2%, 1.0%, -2%, 5%, 61%[activator], -1%, 4%, 0%, 1%, i, 15%
(30) Cc1cc(NC(=O)c2ccc(S(=O)(=O)N(C)C)cc2)no1
 : 0.3%, -1.8%, 1%, 7%, -6%, -1%, -1%, 1%, 5%, i, 15%
(31) CC(C)=C1C2C=CC1C(C(=O)Nc1cccc(C)c1)C2C(=O)O (stereo not drawn)
 : -1.1%, -3.9%, -7%, 4%, 9%, -3%, 8%, -2%, -12%, ·, 0%
(32) O=C1Nc2ccccc2C1=Nc1cccc2ncccc12
 : -0.5%[15.4 µM], -2.5%[15.4 µM], -11%[11.4 µM], -2%[11.4 µM], ·, -4%[11.5 µM], 3%[11.4 µM], 0%[11.5 µM], -5%[11.4 µM], i, -1%[11.4 µM]
(33) Cn1c(C(=O)NC2CCCCCC2)cc2c(=O)n(C)c3ccccc3c21
 : -0.4%, 3.4%, -6%, -4%, ·, -8%, i, -5%, 15%, ·, 8%
(34) COc1ccc(C(O)c2coc3ccc(O)c(CN(C)C)c23)cc1 (stereo not drawn)
 : -0.2%, -0.4%, -5%, -3%, 3%, -1%, ?, 0%, -2%, i, 2%

An excerpt from above, reduced to HADH2 inh.
#	SMILES	HADH2 inh
31	CC(C)=C1C2C=CC1C(C(=O)Nc1cccc(C)c1)C2C(=O)O (stereo not drawn)	-12%
32	O=C1Nc2ccccc2C1=Nc1cccc2ncccc12	-5%[11.4 µM]
33	Cn1c(C(=O)NC2CCCCCC2)cc2c(=O)n(C)c3ccccc3c21	15%
34	COc1ccc(C(O)c2coc3ccc(O)c(CN(C)C)c23)cc1 (stereo not drawn)	-2%

For reference, part of the list above:
Value order – BRCT PPI red, BRCT inh green, Pol III holo inh, ALOX15 inhib, USP2a inh, Casp7 inh, Tau fil binding, Caspase-1 inhib, HADH2 inh, Rhodamine autofl, HEK293 cAMP cs
(1) Cc1ccccc1CSc1nnc(-c2ccco2)n1Cc1ccco1
 : 0.4%, 2.6%, -4%, 0%, -26%, -2%, -2%, -4%, -3%, i, ?
(2) NC(=O)C1CCN(C(=O)c2cc3ccccn3n2)CC1
 : -0.7%, -0.7%, -8%, 0%, ·, 0%, 5%, -5%, 3%, ·, 10%
